LYPLA2 counter – LYPLA2 (human) inhibition in PME1 counter-screen; hit rate 0.38% among 320,000; inhibition, % at 5.9 µM; recombinant LYPLA2, FP-Rh probe fluorescence polarization;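 active = inhibition above the screen-wide mean plus 3 SD, limit set per campaign, cut at about 26% in these data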;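 also: 0% = LYPLA2 with DMSO and 100% = wells lacking LYPLA2 enzyme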
Target sequence (O95372 whole entry, looked up): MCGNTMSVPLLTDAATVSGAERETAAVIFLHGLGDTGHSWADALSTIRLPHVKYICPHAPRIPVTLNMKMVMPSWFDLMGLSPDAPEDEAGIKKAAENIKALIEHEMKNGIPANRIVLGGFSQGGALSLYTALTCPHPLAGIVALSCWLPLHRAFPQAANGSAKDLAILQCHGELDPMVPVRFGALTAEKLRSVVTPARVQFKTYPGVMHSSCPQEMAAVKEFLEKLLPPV
PREPL inhibitor – inhibits the human prolyl oligopeptidase-like enzyme; Q4J6C6; recombinant PREPL, fluorescence polarization activity-based probe; inhibition, % at 5.96 µM; hit rate 0.68% among 320,000; in the data active = inhibition above about 43%;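 also: 0% = enzyme with DMSO and 100% = wells lacking enzyme; many of its hits are not listed in these tables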
LYPLA1 inh – counter-screen for PME1 inhibitors: inhibitors of human LYPLA1 | O75608 | recombinant LYPLA1, FP-Rh probe fluorescence polarization | inhibition, % at 5.9 µM | hit rate 0.16% among 320,000 | AID 2174;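 active = inhibition above the mean of all tested compounds plus 3 SD, set per campaign, cut at about 14% in these data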;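 also: inhibitors block serine hydrolase probe labeling of LYPLA1 so polarization falls; 0% = enzyme with DMSO and 100% = wells lacking LYPLA1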
Target sequence (O75608 whole entry, looked up): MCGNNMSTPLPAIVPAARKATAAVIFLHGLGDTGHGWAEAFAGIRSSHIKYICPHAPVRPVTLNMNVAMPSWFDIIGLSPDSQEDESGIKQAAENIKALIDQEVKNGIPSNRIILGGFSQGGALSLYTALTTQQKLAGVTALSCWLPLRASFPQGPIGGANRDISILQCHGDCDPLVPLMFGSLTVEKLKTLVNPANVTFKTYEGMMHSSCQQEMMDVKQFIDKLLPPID
ZTA DNA inh – counter-screen for EBNA-1 inhibitors: inhibitors of Epstein-Barr virus ZTA | P03206 | ZTA-DNA binding, fluorescence polarization | inhibition, % at 11 µM | hit rate 0.15% among 320,000 | AID 2234; in the data active = inhibition above about 33%
Target sequence (P03206 whole entry, looked up): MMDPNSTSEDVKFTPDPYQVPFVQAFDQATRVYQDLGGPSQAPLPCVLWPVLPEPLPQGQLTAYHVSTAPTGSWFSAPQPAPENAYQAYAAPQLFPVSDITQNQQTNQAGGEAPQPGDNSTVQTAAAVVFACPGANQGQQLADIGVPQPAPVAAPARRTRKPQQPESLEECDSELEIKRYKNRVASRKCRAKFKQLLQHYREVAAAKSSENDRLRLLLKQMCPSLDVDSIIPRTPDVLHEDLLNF
EBNA-1 inh – blocks EBNA-1 binding to DNA | inhibition, % at 14.8 µM | hit rate 0.34% among 300,000 | EBNA-1 DNA binding, fluorescence polarization; in the data active = inhibition above about 28%
PAFAH1B3 FP inh – inhibitors of human PAFAH1B3; inhibition, % at 3.39 µM; hit rate 0.28% among 340,000; recombinant PAFAH1B3, FP-rhodamine probe, fluorescence polarization; Q15102; AID 492972;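 active = inhibition above the screen-wide average of all tested compounds plus 3 SD, cut at about 25% in these data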;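 also: 0% = enzyme with DMSO only and 100% = wells lacking PAFAH1B3 protein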
Target sequence (Q15102 whole entry, looked up): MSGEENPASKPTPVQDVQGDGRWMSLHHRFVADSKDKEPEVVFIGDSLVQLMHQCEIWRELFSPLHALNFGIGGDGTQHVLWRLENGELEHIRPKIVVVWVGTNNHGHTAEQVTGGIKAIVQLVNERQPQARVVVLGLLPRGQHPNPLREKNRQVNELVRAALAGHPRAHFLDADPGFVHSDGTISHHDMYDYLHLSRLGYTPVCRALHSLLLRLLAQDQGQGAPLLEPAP
PAFAH2 inh – PAFAH2 (human) inhibition; inhibition, % at 3.39 µM; Q99487; recombinant PAFAH2, FP-rhodamine activity probe, fluorescence polarization; hit rate 0.99% among 340,000; AID 492956;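 active = inhibition above the mean over all tested compounds plus 3 SD, cut at about 30% in these data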;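 also: inhibitors block probe labeling of enzyme so polarization drops; 0% = enzyme with DMSO and 100% = wells lacking PAFAH2 protein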
PAD4 inh – PAD4 (human) enzyme inhibition. Q9UM07. recombinant PAD4, RCA probe fluorescence polarization. inhibition, % at 6.36 µM. hit rate 0.41% among 330,000. AID 485272;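 active = percent inhibition above a cutoff equal to the mean of all tested compounds plus 3 SD, cut at about 15% in these data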;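 also: 0% = PAD4 with RCA probe and DMSO and 100% = probe without PAD4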
GSTO1 counter – blocks human GSTO1 in RBBP9 counter-screen | recombinant GSTO1, activity-based probe fluorescence polarization | P78417 | hit rate 1.1% among 300,000 | inhibition, % at 5.96 µM | AID 1974;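 active = inhibition above the campaign mean inhibition plus 3 SD, cut at about 35% in these data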;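 also: 0% = GSTO1-1 with DMSO and 100% = wells lacking GSTO1-1 enzyme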
An asterisk follows results filed as active; / = not tested or not shown. An excerpt, so the mix of outcomes need not match the whole.

Molecule,GSTO1 counter,LYPLA1 inh,PREPL inhibitor,PAFAH1B3 FP inh,PAFAH2 inh,PAD4 inh,LYPLA2 counter,ZTA DNA inh,EBNA-1 inh
CCn1nnc(-c2ccccc2NC(=O)c2cc(OC)cc(OC)c2)n1,3,-4,6,4,4,-2,-5,7,1
CCCCc1ccc(-c2nc(-c3ccncc3)no2)cc1,9,-4,2,9,0,-3,1,9,10
O=C(NCCCN1CCCC1=O)c1nnc(Cc2c(F)cccc2Cl)o1,0,-3,9,5,-9,2,2,5,-4
COc1ccc(/C=C/C(=O)Nc2ccccc2)cc1S(=O)(=O)N1CCOCC1,-3,-1,9,2,1,-4,6,-9,4
CC(=O)N1c2ccc(S(=O)(=O)N3CCCC3C(=O)NCc3ccc(Cl)cc3)cc2CC1C (stereo not drawn),-1,-1,13,8,4,-2,-4,-3,-7
CC(C)NC(=O)COc1ccc(Cl)cc1Cl,9,0,6,7,1,0,0,-1,2
CCOc1ccc(N(C)S(=O)(=O)c2c[nH]c(C(=O)OC)c2)cc1,5,0,2,11,-2,-7,2,0,-2
CCOc1ccc(N2C(=O)/C(=C\c3ccc(O)c(OC)c3)S(=O)(=O)C2c2cccc([N+](=O)[O-])c2)cc1 (stereo not drawn),9,-1,0,14,2,-1,4,-17,8
COc1ccc(NC(=O)NCc2cccnc2)c(OC)c1,-4,2,5,4,1,-2,-1,-3,-5
Cc1nnsc1Sc1ccccc1,-4,-2,18,2,3,0,4,2,-3

Fetched one by one from the list above, three records:
Molecule,GSTO1 counter,LYPLA1 inh,PREPL inhibitor,PAFAH1B3 FP inh,PAFAH2 inh,PAD4 inh,LYPLA2 counter,ZTA DNA inh,EBNA-1 inh
CCOc1ccc(N2C(=O)/C(=C\c3ccc(O)c(OC)c3)S(=O)(=O)C2c2cccc([N+](=O)[O-])c2)cc1 (stereo not drawn),9,-1,0,14,2,-1,4,-17,8
CCn1nnc(-c2ccccc2NC(=O)c2cc(OC)cc(OC)c2)n1,3,-4,6,4,4,-2,-5,7,1
CC(C)NC(=O)COc1ccc(Cl)cc1Cl,9,0,6,7,1,0,0,-1,2

New compounds follow:
Molecule,GSTO1 counter,LYPLA1 inh,PREPL inhibitor,PAFAH1B3 FP inh,PAFAH2 inh,PAD4 inh,LYPLA2 counter,ZTA DNA inh,EBNA-1 inh
O=C(CN1C(=O)c2ccccc2C1=O)Nc1ccc(-c2nc3ccccc3o2)cc1,-4,-6,7,3,-9,-4,-1,9,-12
COc1cccc(CNC(=O)CCC2CCCN(C3CCOCC3)C2)c1 (stereo not drawn),0,-1,-2,1,5,-5,3,-9,-4
COC(=O)c1ccc(NC(C)C(=O)OC)c([N+](=O)[O-])c1 (stereo not drawn),2,0,-11,3,-2,1,-2,-12,-6
O=C(Nc1ccc(N2C(=O)C3CCCCC3C2=O)cc1Cl)c1cccs1 (stereo not drawn),0,-1,0,9,-4,-2,-1,-9,-3
O=c1oc(/C=C/c2ccccc2)nc2sc3c(c12)CCC3,-6,-1,14,15,66*,0,-3,2,2
O=C(C1CCN(S(=O)(=O)c2ccc(Br)s2)CC1)N1CCN(c2ccccc2)CC1,1,0,26,8,-5,2,21,2,-12
CCN(Cc1ccncc1)C(=S)Nc1ccccc1,6,2,-6,3,-3,-4,0,1,-10
COc1ccc(NS(=O)(=O)/C=C/c2ccc(OC)c(OC)c2)cc1,-2,0,4,8,-4,-6,-1,-13,-17
O=S(=O)(Nc1cccc(-c2nc3cccnc3s2)c1)c1ccc2c(c1)OCCO2,-14,-15,-60,-18,-13,-2,-14,5,5
O=C(Nc1ccc(Oc2ccccc2)cc1)C1CC1,2,-3,2,9,-4,1,3,-2,10

Single entries from the list:
In LYPLA2 counter, COC(=O)c1ccc(NC(C)C(=O)OC)c([N+](=O)[O-])c1 (stereo not drawn) is entered as -2
In PAD4 inh, COc1cccc(CNC(=O)CCC2CCCN(C3CCOCC3)C2)c1 (stereo not drawn) is entered as -5
In GSTO1 counter, COc1ccc(NS(=O)(=O)/C=C/c2ccc(OC)c(OC)c2)cc1 is entered as -2
In ZTA DNA inh, CCN(Cc1ccncc1)C(=S)Nc1ccccc1 is entered as 1
In PAD4 inh, O=C(Nc1ccc(Oc2ccccc2)cc1)C1CC1 is entered as 1

Next part.
Molecule,GSTO1 counter,LYPLA1 inh,PREPL inhibitor,PAFAH1B3 FP inh,PAFAH2 inh,PAD4 inh,LYPLA2 counter,ZTA DNA inh,EBNA-1 inh
Cc1cccc(NC(=O)CSc2nc(N)c(NC(=O)c3cccs3)c(=O)[nH]2)c1C,4,0,4,-12,5,2,2,-10,-12
CN(C)CCCNCCCNC(=O)c1ccccn1,-3,4,0,12,0,-2,-1,15,7
COc1ccccc1NC(=O)c1ccc(CSc2ccccc2)o1,-3,-2,7,1,-3,-3,4,5,8
COc1ccc(S(=O)(=O)n2cccc2)c(OC)c1,2,0,-11,5,6,5,3,-14,-8
C(=N\NC1=NCCN1)/c1ccncc1,-5,-3,7,13,5,1,3,-10,-7
CC(NC(=O)c1ccc(F)cc1)c1ccc2c(c1)CCCC2 (stereo not drawn),6,2,23,5,13,1,-4,-12,-1
O=C(COC(=O)c1cccnc1Cl)Nc1ccc(N2CCCCC2)cc1,/,4,11,5,22,0,0,4,/
C=CCOc1ccccc1CNc1ccc2[nH]c(=O)[nH]c2c1,1,2,4,0,7,0,5,-6,-1
Cc1c(C(=O)C(=O)NCC2CCCO2)c2ccccc2n1C (stereo not drawn),3,2,4,-1,3,-5,3,12,-4
Cc1cc(C)cc(N2C(=O)CC(N(C(=O)c3ccco3)c3cc(C)cc(C)c3)C2=O)c1 (stereo not drawn),0,-4,0,6,-3,-3,0,-4,7
CCCc1cc(C(=O)NNC(=S)NC2CCCCC2)cs1,-2,-1,13,-3,2,1,4,-13,-9
Cc1occc1C(=O)N1CCCc2ccccc21,0,-3,-3,2,4,1,-8,19,7
COc1ccc(/C=N/NC(=O)c2ccccc2O)cc1Cn1nnc2ccccc21,-1,-3,-14,7,-7,-9,-2,-1,1
Cc1nnsc1C(=O)Nc1ccccc1,2,1,-1,7,-4,-1,3,6,12
CC1=CC(=O)N(c2cccc(C(F)(F)F)c2)C1c1ccc(Cl)cc1 (stereo not drawn),12,1,-64,7,-5,-1,14,-4,7
COc1ccc(OC)c(C2C(C#N)=C(N)N(N(C)C)C3=C2C(=O)CC(C)(C)C3)c1 (stereo not drawn),2,0,0,4,-4,3,-4,-6,-7
CN(C)CC/C=C1\c2ccccc2Sc2ccc(Cl)cc21,4,1,-36,8,-1,-8,3,2,-2
Cn1nccc1NC(=O)Nc1ccc(OC(F)(F)F)cc1,3,-2,15,/,/,3,-3,-11,-6
O=C(NCC(c1ccco1)N1CCCCC1)c1ccc2c(c1)S(=O)(=O)c1ccccc1C2=O (stereo not drawn),6,-1,10,3,0,2,2,-2,-10
O=C(N/N=C/c1ccc([N+](=O)[O-])cc1)c1cc(C2CC2)[nH]n1,5,3,14,0,2,3,4,-3,5
CC(C)C(c1nnnn1C1CCCC1)N1CCOCC1 (stereo not drawn),5,3,13,8,-1,2,3,-1,5
Cc1ccc(-n2cnc3scc(-c4cccs4)c3c2=O)cc1,0,-4,-4,7,2,-4,4,6,-3
COc1ccc(-n2nc(C(=O)NCC(=O)NCCCN3CCOCC3)c3ccccc3c2=O)c(OC)c1,11,0,6,6,11,-5,6,4,3
CC(C)(C)c1ccc(S(=O)(=O)N2CCC(O)(c3ccc(Cl)cc3)CC2)cc1,-3,-4,-20,-2,-6,3,-14,-7,-8
Cc1ccc(C(=O)N/N=C/c2ccoc2)cc1C,0,-4,10,7,3,1,-9,-5,-3
ClC1=C(Cl)C(Cl)=C(Cl)C1=C/C=C/c1ccccc1,1,-2,10,5,8,-3,1,12,0
CCC/S(C)=N/S(=O)(=O)c1ccc(C)cc1 (stereo not drawn),6,-3,1,2,-1,-5,-11,-4,-10
Cc1cc(NCCN(C)C)n2nc(-c3cccs3)cc2n1,2,2,-26,17,0,-1,2,-23,-2
COc1ccc(C(=O)Nc2ccc(CN3CCOCC3)cc2)cc1,1,-2,-2,5,5,-2,-6,2,8
Cc1ccccc1C(=O)Nc1nnc(S(=O)(=O)N2CCCCC2)s1,-26,4,-13,0,5,0,0,-3,2
O=S(=O)(NC1CCN(S(=O)(=O)c2c(F)cccc2F)C1)c1ccc2c(c1)OCCO2 (stereo not drawn),/,3,19,-2,6,0,8,-4,/
Cc1ccc(CNC(=O)Cn2c([N+](=O)[O-])cnc2C)cc1,-6,5,17,2,-2,1,9,-1,1
c1n[nH]c(NCc2ccc3c(c2)OCO3)n1,4,0,-12,7,0,0,0,-8,-2
CNC(=S)N1N=C(c2ccc(C)cc2)CC1c1ccc(OC)c(OC)c1 (stereo not drawn),1,0,29,3,-1,-3,-6,3,1
Cc1ccc(COCCN2CCN(S(=O)(=O)c3ccccc3)CCC2=O)cc1,6,-2,6,5,-14,0,1,-3,5
Cc1ccccc1NCC(=O)N/N=C\c1ccc2c(c1)OCO2,4,4,6,7,5,1,1,-20,-1
CN(CC(=O)Nc1cccc(F)c1)C(=O)c1cccc2ccccc12,/,0,-4,10,-3,-3,-1,1,/
CN1CCC(=NOc2ccc([N+](=O)[O-])cc2)CC1,5,0,-5,5,3,-7,4,-2,-6
Cc1ccc(NC(=S)N2C3CCCC2CC(NC(=O)C2CC2)C3)cc1C (stereo not drawn),17,-2,1,12,-2,-2,-8,-11,-2
COc1ccc(CCNCc2csc3nc4ccccc4n23)cc1OC,3,-2,15,8,0,1,5,-14,18

Compound profiles, as listed above. Screens in order: GSTO1 counter | LYPLA1 inh | PREPL inhibitor | PAFAH1B3 FP inh | PAFAH2 inh | PAD4 inh | LYPLA2 counter | ZTA DNA inh | EBNA-1 inh
O=S(=O)(NC1CCN(S(=O)(=O)c2c(F)cccc2F)C1)c1ccc2c(c1)OCCO2 (stereo not drawn) as listed: / | 3 | 19 | -2 | 6 | 0 | 8 | -4 | /
CN(CC(=O)Nc1cccc(F)c1)C(=O)c1cccc2ccccc12 as listed: / | 0 | -4 | 10 | -3 | -3 | -1 | 1 | /
Cc1ccc(COCCN2CCN(S(=O)(=O)c3ccccc3)CCC2=O)cc1 as listed: 6 | -2 | 6 | 5 | -14 | 0 | 1 | -3 | 5
CN1CCC(=NOc2ccc([N+](=O)[O-])cc2)CC1 as listed: 5 | 0 | -5 | 5 | 3 | -7 | 4 | -2 | -6

Later entries:
Molecule,GSTO1 counter,LYPLA1 inh,PREPL inhibitor,PAFAH1B3 FP inh,PAFAH2 inh,PAD4 inh,LYPLA2 counter,ZTA DNA inh,EBNA-1 inh
Cc1cc(C)c(C#N)c(SCS(=O)Cc2ccc(Cl)cc2)n1 (stereo not drawn),-9,0,2,1,0,3,-2,12,4
Cc1cc2oc(=O)cc(COC(=O)Cn3cnnn3)c2cc1C(C)C,5,0,0,15,3,3,2,-4,-3
CCOc1ccc(S(=O)(=O)N2CC(=O)Nc3ccccc32)cc1C#N,-1,-3,-4,2,-7,-5,-3,-1,5
Cc1ccc(Nc2nc(Cl)nc(NC3CCCCC3)n2)cc1,1,-3,-11,2,2,-3,-8,2,0

Compound activity: PubChem BioAssay, The Scripps Research Institute Molecular Screening Center
